Source: PubChem (several laboratories)
hgDAF-12 ag = agonists of H. glycines DAF-12 nuclear receptor; activation, % at 6.8 µM; AID 687014; HEK293 GAL4-hgDAF12 UAS-luciferase reporter, agonist luminescence; normalized to butyrate control; 1.8% of 370,000 active;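 active = activation above a cutoff set at the mean of all screened compounds plus 3 SD, cut at about 10% in these data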;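 note: 0% = DMSO wells and 100% = sodium butyrate wells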
FXN GAA850 act = increases GAA850 frataxin promoter reporter activity. AID 540364. HEK293 lucGAA850 FXN promoter luciferase reporter, 24 h; percent of 10 µM SAHA response. 0.56% of 360,000 active. activation, % at 6 µM;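 active = activation above the average of all compounds screened plus 3 SD, cutoff fixed separately per campaign, cut at about 7.5% in these data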;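 note: 0% = DMSO wells and 100% = 10 µM SAHA wells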
DAX1 inh-1 = inhibitors of DAX1 repression of SF-1 activated StAR promoter; inhibition, % at 6.8 µM; AID 652010; HEK293T StAR-luciferase reporter, SF-1/DAX-1 repression relief; 1.1% of 370,000 active;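 active = inhibition above the mean over all tested compounds plus 3 SD, cut at about 3.6% in these data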;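 note: 0% = DAX-1 cells with DMSO and 100% = cells lacking DAX-1 with DMSO; higher inhibition means more luminescence from relief of DAX-1 repression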
NPR2 activator = GC-B (human) receptor activation; 0.11% of 370,000 active; HEK293-GC-B cells, CNP EC30, cGMP TR-FRET; 0% at EC30 CNP, 100% saturating CNP; activation, % at 10 µM; AID 1920062; P20594;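 active = activation at 10 µM reaching about 35% in either raw or pattern-adjusted values, limit read from the data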
NPR1 activator = GC-A (human) enzyme activation; P16066; HEK293 GC-A cells, cGMP TR-FRET, EC30 ANP; 0% at EC30 ANP, 100% saturating ANP; activation, % at 10 µM; 0.14% of 370,000 active; AID 1671463; in the data active = activation above about 40%
SMARCA2 activ = increases SMARCA2 function in MMTV reporter cells. MG213 cells, MMTV-luciferase reporter, dexamethasone, overnight. activation, % at 9.1 µM. 1% of 370,000 active; in the data active = activation above about 7.8%;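 note: 0% = vehicle wells and 100% = reference activator wells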
DAX1 inh-2 = inhibitors of human orphan nuclear receptor DAX1 (NR0B1) | P51843 | HEK293 Gal4-DAX1 luciferase reporter, luminescence | inhibition, % at 6.75 µM | 0.99% of 340,000 active | AID 504766;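 active = inhibition above the mean over all tested compounds plus 3 SD, cut at about 4.2% in these data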;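 note: 0% = DAX1-transfected cells with DMSO and 100% = empty-vector control cells with DMSO; inhibition shows as a rise in luminescence from relieved DAX1 repression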
Target sequence (P51843 207-470 limits assumed): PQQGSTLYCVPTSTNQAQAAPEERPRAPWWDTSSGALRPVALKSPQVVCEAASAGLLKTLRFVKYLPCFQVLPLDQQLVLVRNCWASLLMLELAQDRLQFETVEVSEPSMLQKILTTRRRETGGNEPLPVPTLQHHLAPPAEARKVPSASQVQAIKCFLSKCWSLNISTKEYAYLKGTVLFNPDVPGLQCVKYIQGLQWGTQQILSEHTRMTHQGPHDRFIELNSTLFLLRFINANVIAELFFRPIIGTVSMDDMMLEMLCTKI
ssDAF12 agonist = activators of S. stercoralis DAF-12 nuclear receptor; activation, % at 6.8 µM; AID 652126; 1% of 370,000 active; HEK293 ssDAF-12/GRIP1 lit1-tk-luc reporter, luminescence; % of 3 µM dafachronic acid response;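 active = activation above the mean over all tested compounds plus 3 SD, cut at about 0.9% in these data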;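 note: 0% = DMSO-only wells and 100% = 3 µM delta7-dafachronic acid wells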
sPLA2-III inh = Blocks human group III sPLA2 activity | 0.56% of 370,000 active | Q9NZ20 | QFRET BODIPY PC-A2 liposome hydrolysis, fluorescence | AID 743126 | inhibition, % at 12.2 µM;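 active = inhibition above mean plus 3 SD of compounds lying within the high and low control bounds, cut at about 19% in these data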;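 note: 0% = median of test compound wells and 100% = no enzyme DMSO wells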
Target sequence (Q9NZ20 whole entry, looked up): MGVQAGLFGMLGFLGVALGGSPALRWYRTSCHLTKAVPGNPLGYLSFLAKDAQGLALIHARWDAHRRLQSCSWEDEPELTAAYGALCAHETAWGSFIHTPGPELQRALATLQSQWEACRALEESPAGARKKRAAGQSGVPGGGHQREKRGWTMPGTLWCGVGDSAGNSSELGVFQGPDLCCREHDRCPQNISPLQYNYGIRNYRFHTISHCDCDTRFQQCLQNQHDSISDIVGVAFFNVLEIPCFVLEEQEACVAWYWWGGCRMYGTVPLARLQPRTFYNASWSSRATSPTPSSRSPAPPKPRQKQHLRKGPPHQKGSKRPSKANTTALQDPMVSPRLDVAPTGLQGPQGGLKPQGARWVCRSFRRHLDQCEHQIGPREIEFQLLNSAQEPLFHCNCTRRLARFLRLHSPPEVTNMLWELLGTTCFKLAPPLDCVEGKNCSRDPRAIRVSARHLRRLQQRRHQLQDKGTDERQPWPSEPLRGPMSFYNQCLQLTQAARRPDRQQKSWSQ
hcDAF-12 act = activates DAF-12 receptor from parasite H. contortus; AID 652067; HEK293 hcDAF-12 lit1-tk-luc reporter, luminescence; 0% DMSO, 100% Δ7-dafachronic acid; 1.4% of 370,000 active; activation, % at 6.8 µM;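 active = activation above the mean of all tested compounds plus 3 SD, cut at about 5.5% in these data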;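 note: 100% = response to 3 µM Δ7-dafachronic acid high control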
KLK7 zymogen act = activators of human kallikrein-7 zymogen | P49862 | purified proKLK7, EDANS-DABCYL substrate fluorescence; 100% is mature enzyme control, 0% vehicle | activation, % at 7 µM | 0.9% of 370,000 active | AID 652039;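 active = activation above the mean of all tested compounds plus 3 SD, computed per campaign excluding outliers beyond control limits, cut at about 13% in these data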
Target sequence (P49862 whole entry, looked up): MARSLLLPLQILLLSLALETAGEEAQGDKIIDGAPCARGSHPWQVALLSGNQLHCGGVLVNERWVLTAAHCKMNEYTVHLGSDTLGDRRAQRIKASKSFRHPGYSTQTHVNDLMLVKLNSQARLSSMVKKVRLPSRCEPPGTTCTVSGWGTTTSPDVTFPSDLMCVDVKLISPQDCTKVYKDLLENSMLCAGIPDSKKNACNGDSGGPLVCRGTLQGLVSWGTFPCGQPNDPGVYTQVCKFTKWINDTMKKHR
* = called active by the depositor; / = no result given.

SMILES | hgDAF-12 ag | FXN GAA850 act | DAX1 inh-1 | NPR2 activator | NPR1 activator | SMARCA2 activ | DAX1 inh-2 | ssDAF12 agonist | sPLA2-III inh | hcDAF-12 act | KLK7 zymogen act
COc1ccccc1N1CCN(CC(O)COCc2cccs2)CC1 (configuration not stated) | -1.0 | -0.9 | -0.2 | 3 | 0 | -1 | -0.6 | -1.9 | 4 | 1.0 | 0.1
O=C(COC(=O)c1ccc2c(c1)OCCO2)Nc1cccc(S(=O)(=O)N2CCOCC2)c1 | -1.5 | -0.5 | -0.5 | -1 | -1 | 1 | 3.0 | -1.4 | -6 | -1.6 | -0.3
COc1ccc(NC(=O)CSc2nc3scc(C)c3c(=O)[nH]2)cc1 | 1.0 | -1.6 | -0.8 | -4 | 2 | -4 | 1.8 | -0.5 | -24 | -3.0 | -0.4
COc1ccc(NC(=O)C(NC(=O)c2ccc(=O)[nH]c2)c2ccc(OC)cc2)cc1 (configuration not stated) | -0.2 | 3.0 | 0.1 | 5 | -4 | 1 | 0.2 | -1.1 | 9 | 1.5 | 0.1
NS(=O)(=O)c1ccc(CNC(=O)c2cc(-c3ccccc3)nc3ccccc23)cc1 | -1.9 | 0.9 | -1.2 | 3 | -2 | 1 | 0.4 | -1.7 | -24 | -1.2 | 5.3
CCN(CC)C(=O)CC1(c2ccccc2OC)CCOC(C(C)C)C1 (configuration not stated) | -1.9 | 0.9 | -0.2 | 3 | 1 | -4 | 0.4 | -1.4 | -1 | 2.8 | 0.3
Cc1cc(C)cc(NS(=O)(=O)c2ccc3oc(=O)ccc3c2)c1 | -2.5 | -1.2 | -0.6 | 0 | -6 | -3 | -1.4 | -2.4 | -22 | -2.0 | 0.1
CCOC(=O)c1cccc(NC(=O)c2cccs2)c1 | 5.4 | -1.6 | 0.0 | 3 | 1 | 5 | 1.2 | -1.5 | 2 | 0.2 | -0.2
COc1ccc(OC)c(N=Cc2c(O)[nH]c3ccccc23)c1 | -0.9 | 0.9 | -0.2 | -7 | -2 | 2 | -0.1 | -1.1 | -21 | -0.6 | -32
Cc1csc(NC(=O)C2CCCO2)n1 (configuration not stated) | 0.7 | -0.4 | 0.5 | 2 | -3 | -3 | 2.4 | -0.7 | 7 | 0.4 | -0.5
Cc1cnc(NC(=O)Cc2cccs2)s1 | 1.1 | 0.9 | 0.1 | -1 | -4 | 0 | -1.5 | -0.7 | -2 | 0.5 | -0.5
O=C(Nc1cccc(Cl)c1)N1CCC(CO)(CCOc2ccccc2)CC1 | -0.2 | 1.9 | 0.1 | 0 | -1 | -2 | -1.7 | -0.8 | -33 | -0.8 | 0.0
Cc1ccc(S(=O)(=O)N/N=C\c2ccc([N+](=O)[O-])o2)cc1 | 0.5 | 0.5 | 0.3 | 4 | 3 | 3 | 0.6 | -0.3 | 2 | -0.5 | 0.3
O=C1CN(c2nnnn2-c2ccccc2)CCN1 | 0.1 | -3.2 | 0.6 | 6 | 6 | 0 | 2.9 | -0.9 | 3 | -1.7 | 0.2
CCOC(=O)c1sc(N)c(C#N)c1COC(=O)CNC(=O)c1cc(OC)c(OC)c(OC)c1 | -2.0 | -0.9 | -0.7 | -6 | -7 | 3 | -0.6 | -1.4 | -6 | 0.9 | 0.4
COCCN1C(=O)c2oc3cc(C)c(C)cc3c(=O)c2C1c1cccc(O)c1 (configuration not stated) | -1.8 | -0.1 | 0.4 | -2 | 6 | -4 | -1.3 | -1.7 | -9 | -1.4 | 0.0
COc1ccc(-c2cn(CC[C@@H]3CC[C@H](NC(=O)Cc4ccccn4)[C@@H](CO)O3)nn2)cc1 | -0.5 | / | 0.2 | -1 | -4 | -2 | / | -0.7 | 2 | -1.1 | -0.5
C[C@@H](CO)NC(=O)c1nc[nH]c1C(=O)N[C@H](C)c1ccccc1 | -1.7 | -0.8 | -1.2 | 3 | -1 | 0 | 1.4 | -0.7 | 5 | -0.7 | -0.5
CCCC(=O)Nc1ccc(C=C(C(C)=O)C(C)=O)cc1 | 1.9 | 0.7 | 0.0 | -1 | 9 | -1 | / | -0.2 | -2 | -0.1 | 0.3
CCCc1nc2oc(C(=O)c3ccccc3)c(N)c2c2c1COC(C)(C)C2 | 0.2 | -1.0 | 0.4 | -10 | 3 | 1 | 0.5 | -1.1 | -1 | -1.5 | 2.5
COC(=O)C1=CN(Cc2cccs2)C=C(C(=O)OC)C1c1cccc(Cl)c1 | -4.1 | 0.9 | -1.2 | -5 | -15 | -5 | -0.9 | -1.3 | 1 | -1.8 | -34
O=C(NCc1ccccc1Cl)c1cccc(OC2CCN(C(=O)C3CC3)CC2)c1 | -2.6 | 0.2 | -6.2 | 6 | 2 | -4 | -1.1 | -2.0 | -3 | -3.2 | 0.7
CCc1nc(SCC(=O)Nc2ccc(F)cc2)c2c(=O)n(C)c(=O)n(C)c2n1 | -1.7 | -1.5 | 0.1 | 9 | 4 | -2 | 0.7 | -0.8 | 12 | -0.1 | 0.1
O=C(CCc1nnc(C2CCCCC2)o1)N1CCN(C2CCCCC2)CC1 | -2.7 | 0.5 | 0.5 | 2 | -4 | -1 | / | -1.0 | -3 | -1.4 | 0.0
O=C(CS(=O)(=O)Cc1ccccc1)Nc1ccc(Br)cc1F | -0.7 | 2.9 | 0.1 | 0 | -3 | -1 | -0.4 | -1.3 | -20 | -0.3 | -0.4
Following part.
SMILES | hgDAF-12 ag | FXN GAA850 act | DAX1 inh-1 | NPR2 activator | NPR1 activator | SMARCA2 activ | DAX1 inh-2 | ssDAF12 agonist | sPLA2-III inh | hcDAF-12 act | KLK7 zymogen act
C=CC[C@H](CC(=O)N(CCO)Cc1ccccc1)C(=O)N[C@@H](COC(=O)[C@@H](CC=C)Cc1ccc(F)cc1)Cc1ccccc1 | -0.8 | -10 | -0.3 | -7 | -12 | -2 | -2.2 | -1.4 | -34 | -2.7 | -0.3
O=C(/C=C/c1cccc([N+](=O)[O-])c1)N1CCN(S(=O)(=O)c2cccs2)CC1 | 0.0 | 0.3 | -0.4 | -6 | -12 | 2 | -0.3 | -1.8 | 1 | -2.0 | 0.6
O=C(Oc1ccc2c(=O)c(Cl)coc2c1)c1cccnc1 | -0.7 | 0.6 | -0.2 | 1 | 1 | -2 | 2.2 | -0.4 | 7 | -0.2 | 6.9
COc1ccc(/C=N/NC(=O)c2ccc3ccccc3c2)cc1OS(=O)(=O)c1ccc(NC(C)=O)cc1 | -3.3 | -4.7 | -2.8 | 0 | -4 | -2 | -2.4 | -1.2 | -19 | -3.0 | -25
C=CCn1c(SCc2nc3ccccc3nc2C)nnc1-c1ccoc1C | 1.8 | -1.2 | -0.8 | 1 | -7 | -2 | -0.5 | -1.1 | -3 | -0.7 | 0.4
O=C(CSc1nnc(-c2ccccc2)n1-c1ccccc1)c1ccc[nH]1 | 1.0 | 0.2 | -0.8 | 1 | -10 | -3 | -1.1 | -0.7 | -18 | -2.0 | 0.0
C/C=C/C(=O)Nc1cccc(C2=NOC3(C2)C[C@@H](C(N)=O)N(C(=O)c2cc([N+](=O)[O-])cc([N+](=O)[O-])c2)C3)c1 (some centres not stated) | 1.1 | 1.6 | -0.6 | 0 | 4 | -1 | 0.2 | -1.4 | 2 | -1.8 | 0.7
Cc1ccc(-c2ccc(/C=C/C(=O)c3ccccc3)o2)cc1 | -1.2 | 5.1 | -0.5 | 3 | 1 | 0 | -0.9 | -1.2 | 11 | -0.3 | -1.8
CCOC(=O)c1nc(Nc2ccc(C(C)=O)cc2)c2ccccc2n1 | -4.6 | 1.0 | -2.5 | 4 | 10 | -1 | -2.0 | -1.7 | -2 | -3.6 | -0.3
OCC[C@H]1C[C@H](O)[C@@H](O)[C@]2(Cc3ccccc3CCO2)O1 | 1.2 | 0.7 | 0.0 | -1 | 3 | 0 | 1.3 | -1.4 | 1 | -0.5 | -0.1
Cc1ccc(S(=O)(=O)N(CC(O)CN2CCOCC2)c2cc(Cl)ccc2Cl)cc1 (configuration not stated) | -1.3 | 0.8 | 0.1 | -6 | -3 | 1 | 0.2 | -0.6 | 0 | 1.2 | -0.3
COc1ccc(CNC(=O)c2cc3c(=O)n4ccccc4nc3n(Cc3cccnc3)c2=N)cc1 | 0.0 | 2.2 | 0.0 | 1 | 10 | -2 | 0.2 | -0.9 | 5 | -0.6 | -0.5
C=C(C)c1cccc(C(C)(C)NC(=O)NC(c2ccccc2)c2ccc(OC)cc2)c1 (configuration not stated) | 0.0 | 1.2 | 0.1 | -2 | -5 | -4 | -0.4 | -0.8 | -3 | 2.5 | 0.1
COc1ccc(Cc2c(-c3ccc(C#N)cc3)nc3c4ccccc4ccn23)c(C)c1 | 4.9 | / | -1.4 | -3 | 3 | -1 | / | -1.2 | 4 | 1.8 | -4.0
COCC1CCN(C(=O)c2ccc3oc(C(C)C)nc3c2)C1 (configuration not stated) | 2.4 | 1.8 | 0.9 | 2 | 1 | -1 | 3.0 | -1.2 | -3 | 0.9 | 0.3
NS(=O)(=O)c1ccc(NCc2cnc3ccccc3c2)cc1 | 0.2 | 1.9 | 0.5 | 4 | -1 | -3 | 0.7 | -0.7 | -3 | 1.2 | -0.2
COc1ccc(Cl)cc1N1C(=O)[C@@H]2C(c3cccc(OC)c3OC)=NO[C@@H]2C1=O | -0.5 | 1.2 | 0.4 | 3 | 1 | -2 | 0.8 | 0.7 | 0 | 0.3 | 0.1
C[C@H]1[C@@H](OC(=O)N2CCOCC2)CC[C@@]23CCCN2C(=O)CCC[C@@H]13 | 0.9 | / | / | 0 | 2 | / | / | -1.8 | -2 | -0.5 | /
CCOP(=O)(c1ccccc1)C(O)c1ccc(F)cc1 (configuration not stated) | 2.0 | 1.9 | -0.2 | -1 | 1 | 0 | 1.7 | -1.3 | 1 | 0.3 | 0.2
O=C1C2C3C=CC(C3)C2C(=O)N1Nc1c(Cl)cc(Cl)cc1Cl (configuration not stated) | -1.5 | -1.5 | -0.9 | 5 | 6 | -1 | -0.1 | -1.2 | -1 | 2.0 | -0.3
Fc1ccc(-c2n[nH]c(=S)n2-c2ccc3c(c2)OCCO3)cc1 | -2.1 | 0.8 | 1.3 | -2 | -1 | -1 | 0.4 | -1.1 | 15 | 0.3 | 0.3
CC(C)C(=O)N1CC[C@H]2[C@H](CCCN2Cc2ccccc2)C1 | 0.7 | / | 0.2 | 0 | 4 | -2 | / | -1.6 | 10 | 1.2 | -0.1
COc1cccc(NC(=O)C2CCN(Cc3cnn(-c4ccccc4)c3-n3cccc3)CC2)c1 | -3.0 | -2.2 | -2.0 | -2 | 0 | -4 | -1.7 | -1.4 | -17 | -1.9 | 0.3
CC[C@]1(O)CC2CN(CCc3c([nH]c4ccccc34)[C@@](C(=O)OC)(c3cc4c(cc3OC)N(C=O)[C@H]3[C@@](O)(C(=O)OC)[C@H](OC(C)=O)[C@]5(CC)C=CCN6CC[C@]43[C@@H]65)C2)C1 (some centres not stated) | -5.5 | -3.7 | 13* | -4 | 3 | -1 | 0.2 | -0.3 | 14 | 0.9 | 0.3
